MEX-5 binding: C. elegans MEX-5 TCR-2 RNA binding activity | Q9XUB2 | MEX-5/FITC-TCR2 RNA binding, fluorescence polarization; stronger effect = lower value | 300,000 tested, 0.38% active | activity score (negative = inhibition of binding), % at 10 µM;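 active = inhibition past about -25% in most replicates, and total fluorescence under double the plate's negative control median, limit read from the data; inconclusive = replicates evenly split on the limit, or fluorescence at least double controls; inactive = too little inhibition in most replicates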;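 note: 0% = DMSO and -100% = 5 µM competing unlabeled TCR2 RNA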
Target sequence (Q9XUB2 whole entry, looked up): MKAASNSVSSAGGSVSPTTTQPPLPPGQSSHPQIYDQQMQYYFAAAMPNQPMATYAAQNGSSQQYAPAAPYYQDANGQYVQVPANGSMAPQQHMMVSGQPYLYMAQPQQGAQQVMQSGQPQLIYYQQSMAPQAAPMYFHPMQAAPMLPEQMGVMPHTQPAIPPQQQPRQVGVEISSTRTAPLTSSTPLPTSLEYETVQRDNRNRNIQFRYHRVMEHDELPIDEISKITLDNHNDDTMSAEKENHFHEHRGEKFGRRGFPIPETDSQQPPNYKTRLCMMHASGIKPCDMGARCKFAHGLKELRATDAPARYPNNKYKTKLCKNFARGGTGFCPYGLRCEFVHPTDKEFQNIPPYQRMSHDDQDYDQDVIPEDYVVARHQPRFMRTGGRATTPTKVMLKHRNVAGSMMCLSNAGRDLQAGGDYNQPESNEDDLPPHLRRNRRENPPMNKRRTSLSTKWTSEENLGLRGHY
Yeast superoxide: caloric restriction mimetics inhibiting age-related superoxide in yeast; S. cerevisiae aged cells, superoxide DHE fluorescence; stronger effect = lower value; superoxide response (% of plate mean), % at 10 µM; 330,000 tested, 0.18% active;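 active = superoxide response under a set limit, about three screen SD below normal, cut at about 65% in these data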;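 note: yeast aged for seven days with compound at 30 °C before DHE staining; 100% = average MFI of all compound-treated wells on the plate with controls excluded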
GLD-1 TGE inh: GLD-1-TGE RNA interaction inhibition (C. elegans); Q17339; purified GLD-1 + fluorescein TGE RNA, fluorescence polarization; 320,000 tested, 0.44% active; inhibition, % at 5.96 µM; AID 2280;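 active = percent inhibition above a per-plate cutoff, the plate mean of test compounds plus 3 SD, cut at about 30% in these data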;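 note: 0% = DMSO wells with GLD-1 and probe and 100% = wells lacking GLD-1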
Target sequence (Q17339 whole entry, looked up): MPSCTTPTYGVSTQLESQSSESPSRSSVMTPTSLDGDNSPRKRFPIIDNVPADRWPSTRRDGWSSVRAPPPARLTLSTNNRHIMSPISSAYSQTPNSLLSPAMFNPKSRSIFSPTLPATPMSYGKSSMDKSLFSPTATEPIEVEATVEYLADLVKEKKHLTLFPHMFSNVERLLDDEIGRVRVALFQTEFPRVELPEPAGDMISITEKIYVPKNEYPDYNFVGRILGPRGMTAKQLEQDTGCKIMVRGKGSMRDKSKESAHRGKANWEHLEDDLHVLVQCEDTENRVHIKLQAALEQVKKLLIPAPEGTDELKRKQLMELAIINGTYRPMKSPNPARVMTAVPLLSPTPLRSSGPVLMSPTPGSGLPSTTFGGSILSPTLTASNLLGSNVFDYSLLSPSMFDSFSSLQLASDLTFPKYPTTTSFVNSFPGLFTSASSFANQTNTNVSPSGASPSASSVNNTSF
GRK2 aptamer HTS: human GRK2 inhibition via aptamer displacement | bead flow cytometry, FAM-aptamer displacement from GRK2 | inhibition of aptamer binding, % at 10 µM | 330,000 tested, 0.59% active | AID 488847;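 active = inhibition of aptamer binding above 40%, roughly 3 SD of noise, on plates passing a quality check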;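 note: median bead fluorescence of bound FAM aptamer so fluorescent compounds give negative values; no value below 0 was filed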
BCLXL inh: inhibitors of human Bcl-xL; Q07817; GST-Bcl-xL / FITC-Bim BH3 peptide fluorescence polarization; inhibition, % at 10.9 µM; 320,000 tested, 0.7% active; AID 2129;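 active = inhibition above the mean of all tested compounds plus 3 SD, cutoff set per campaign, cut at about 30% in these data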;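 note: 0% = DMSO wells and 100% = unlabeled Bim-BH3 peptide competitor; inhibitors lower millipolarization by displacing the labeled peptide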
MCL1 BIM primary: disrupts human MCL1 binding to BIM-BH3 peptide; Q07820; inhibition, % at 10.9 µM; GST-MCL1 / FITC-Bim-BH3 fluorescence polarization; 320,000 tested, 0.68% active; AID 2057;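 active = inhibition above the mean inhibition of all tested compounds plus 3 SD, set per campaign, cut at about 40% in these data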;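 note: 0% = DMSO wells and 100% = unlabeled Bim-BH3 peptide control; higher means more loss of mP so more displacement of Bim peptide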
CIT2 TOR yeast: modulators of TOR pathway CIT2-GFP in S. cerevisiae. S. cerevisiae CIT2-GFP strain, flow cytometry, 3 h; 100 means same as DMSO wells. GFP response vs DMSO, % at 10 µM. 320,000 tested, 0.065% active;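 active = GFP response relative to DMSO above a set limit, near the screen mean plus 3 SD, cut at about 150% in these data; inconclusive = Fewer than 70 cells measured for a yeast strain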;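 note: ratio of well median GFP fluorescence to mean of DMSO wells on the plate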
AGP1 TOR yeast: modulators of TOR pathway AGP1-GFP in S. cerevisiae; GFP response vs DMSO, % at 10 µM; 320,000 tested, 0.02% active; S. cerevisiae AGP1-GFP multiplex flow cytometry, 3 h; GFP as percent of DMSO wells;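 active = GFP response relative to DMSO above a set limit, near screen average plus 3 SD, cut at about 150% in these data; inconclusive = fewer than 70 cells counted for the yeast strain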;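 note: median GFP channel fluorescence of the gated AGP1 strain per well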
VLA-4 inh: inhibition in a human VLA-4 binding assay; P13612; VLA-4 expressing cells, ligand binding flow cytometry; inhibition, % (about 7 µM as worked out from the volumes in the protocol); 330,000 tested, 0.2% active; AID 2557; in the data active = inhibition above about 50%
The depositor's hits bear a star; ? = inconclusive; / = not tested or not shown; [ ] = another dose, or the depositor's remark. The order is random; about 2.1% have a hit in one of these screens.

SMILES	MEX-5 binding	Yeast superoxide	GLD-1 TGE inh	GRK2 aptamer HTS	BCLXL inh	MCL1 BIM primary	CIT2 TOR yeast	AGP1 TOR yeast	VLA-4 inh
O=C(CN1CCCc2ccccc21)NCc1ccccc1Cl	-0.7	100	-64	0	62*	68*	91	99	15
CC(=O)Nc1ccc(S(=O)(=O)Nc2ccc(C)c([N+](=O)[O-])c2)cc1	-1.4	109	3	1	-3	-7	101	98	26
O=C(OCN1C(=O)c2ccccc2C1=O)/C(=C\c1ccco1)NC(=O)c1ccccc1	-0.3	107	4	0	10	13	99	99	-1
O=C(c1ccco1)N1CCN(C(=O)c2cc3c(=O)oc4ccccc4c3s2)CC1	-2.5	106	3	0	0	3	92	98	0
NN=C(c1ccccc1)c1ccccc1	0.1	103	2	3	1	8	67	81	4
Cc1cc2c(c(SCC(=O)NCc3ccccc3Cl)n1)C(=O)OC2	0.6	95	0	1	0	5	98	109	6
CN(CC1CCCN(CCc2cccc(C(F)(F)F)c2)C1)C(=O)c1ccc2nc[nH]c2c1 (centres undefined)	1.3	95	5	0	4	-1	97	113	10
CCCCc1nc2ccccc2c(NC(=O)CN(CC)CC)c1CCC	-0.9	113	0	0	3	6	104	104	-4
CC12CCC(C(=O)Nc3ccc(SC(F)F)cc3)(CC1=O)C2(C)C (centres undefined)	2.4	84	1	3	7	2	99	93	17
O=C(COC(=O)C12CC3CC(CC(C3)C1)C2)Nc1ccc([N+](=O)[O-])cc1Br	0.0	100	-3	0	-5	-2	103	100	1
COC(=O)C1=C(C)n2nnnc2NC1c1cc2ccccc2o1 (centres undefined)	1.8	83	4	0	-2	-3	106	95	-4
Cn1c(=O)n(C)c2cc(S(=O)(=O)N3CCCc4ccccc43)ccc21	-0.6	82	5	2	2	4	92	102	0
COc1cccc(NC(=O)CN(C)C(=O)c2ccc(OCc3ccccc3)c(OC)c2)c1	-1.7	100	12	0	5	1	100	105	10
COc1ccc(CCNCc2ccc(OCC(=O)N3CCCCC3)c(OC)c2)cc1OC	-0.8	107	1	0	2	3	96	101	-3
Fc1cccc2ncnc(OCc3ccccc3)c12	-2.0	117	10	1	4	-4	102	98	-1
O=C(NCc1cccs1)[C@@H]1CSC2c3ccccc3C(=O)N21 (some centres undefined)	1.3	80	2	0	6	9	110	99	7
O=C(COc1ccccc1)N1N=C(c2cccnc2)CC1(O)C(F)(F)F (centres undefined)	-0.1	113	7	0	-8	-26	96	98	4
CC1CCCC(C)N1C(=O)c1cc(-c2ccc(Cl)c(Cl)c2)on1 (centres undefined)	/	101	-4	0	-1	-3	105	106	1
CNC(=S)NNC(=O)c1noc(C)c1C(=O)N1CCN(C(c2ccccc2)c2ccccc2)CC1	-2.3	107	3	0	0	5	98	109	1
CC1(C)c2[nH]c3ccccc3c2C[C@H]2C(=O)N(Cc3ccc(F)cc3)C(=O)N21	0.1	103	-7	0	-7	-12	81	70	-7
Cc1ccc(S(=O)(=O)NCc2csc(C)n2)cc1	2.3	105	/	2	/	/	94	100	10
CCOc1ccc(C(=O)Nc2ccccc2C#N)cc1[N+](=O)[O-]	-0.3	82	-1	0	9	5	98	96	-14
O=C(Nc1ccccc1C(=O)N1CCOCC1)c1ccc(Br)cc1	0.2	102	8	100*	3	6	95	89	4
COc1cc(/C=C/C(=O)OC(C)C(=O)Nc2c(C)n(C)n(-c3ccccc3)c2=O)ccc1OCC#N (centres undefined)	-1.5	99	-1	5	-9	-19	/	100	13
CCOCCCNC(=O)C(c1ccccc1)N(Cc1ccc2c(c1)OCO2)C(=O)CNC(C)=O (centres undefined)	-2.3	87	5	0	1	2	/	102	10
CN(C)S(=O)(=O)Oc1ccc(Cl)cc1C(=O)Nc1ccc(F)cc1F	1.5	100	-1	0	-1	0	86	97	6
CCc1ccccc1NC(=O)c1onc(C)c1Cl	-0.6	111	9	1	-5	-5	94	92	2
CCN(CC)C(=O)Cn1ncc2c1-c1ccccc1OC2	-0.1	97	-5	1	4	3	115	106	-12
O=C(CNC(=O)c1ccc(Cl)cc1)Nc1ccc(S(=O)(=O)Nc2ncccn2)cc1	1.7	102	-5	0	-3	1	104	96	-2
COc1ccc(C2/C(=C(/O)c3ccc(OC(C)C)cc3)C(=O)C(=O)N2CCCN2CCOCC2)cc1 (centres undefined)	-1.3	89	5	0	6	5	100	95	1
Cc1ccc(F)cc1NC(=O)N1CCCN(C(=O)OC(C)(C)C)CC1	-2.5	95	6	0	6	6	97	103	6
CCN1CCN(Cc2c(C)[nH]c3ccc(C(=O)OC)cc3c2=O)CC1	-3.2	91	4	1	-1	-2	97	95	12
Cc1ccc(NC(=O)Nc2ncccc2C)cc1	-1.5	87	6	1	0	-1	100	/	-5
CSc1nc(=O)n(-c2ccccc2)c(C)c1C(C)=O	-1.7	105	8	0	4	2	98	104	3
C[C@@H]1C=C(C(=O)NCc2nc3ccccc3[nH]2)O[C@H](OCc2ccc(CO)cc2)C1	0.8	100	-6	1	-10	-8	95	98	6
O=C(Cc1ccc(Cl)cc1)Oc1cccc2cccnc12	/	83	6	2	9	2	104	108	-4
CN(C)c1ccc(/C=N\NC(=O)c2csnn2)cc1	-0.5	115	2	0	-1	4	89	102	25
Cc1ccc(O)c(CO)n1	0.1	115	-5	0	2	2	102	107	2
CC1c2[nH]c3ccccc3c2C[C@H]2C(=O)N(CCCO)CC(=O)N12 (some centres undefined)	0.1	93	2	2	0	-4	101	99	4
Cc1cc(C)nc(SCC(=O)OCC(=O)N(C)c2c(N)n(Cc3ccccc3)c(=O)[nH]c2=O)n1	-1.5	103	4	2	2	-1	102	107	4
O=c1cc(CN2CCN(S(=O)(=O)c3ccccc3)CC2)nc2ccc(Cl)cn12	/	94	0	2	-1	6	101	100	6
CCNC(=S)Nc1cc2oc3ccccc3c2cc1OC	-3.5	89	2	0	6	11	93	90	-22
CC1CCCN(S(=O)(=O)c2ccc(NC(=O)C3CCN(C(=O)C(C)(C)C)CC3)cc2)C1 (centres undefined)	/	117	-1	0	5	0	101	106	2
CCC(C)NC(=O)CCC(=O)Nc1ccc2nc(N3CCOCC3)cc(C)c2c1 (centres undefined)	-1.3	104	0	6	1	0	100	102	11
O=C(CCCOc1ccc(Cl)cc1Cl)NCCCn1ccnc1	1.1	118	7	0	2	1	105	104	8
COC(=O)CCC(=O)OC1(C)C(=O)C=C2C=C(C3CC3)N(CCN3CCOCC3)C=C2C1=O (centres undefined)	-3.5	100	11	1	19	16	?	21[may fluoresce violet]	8
O=C(CSc1ncccn1)NCCc1ccccc1	1.8	95	8	0	3	4	102	102	3
CC(=O)Nc1c2c(nn1-c1cccc(Cl)c1)CS(=O)(=O)C2	1.7	93	3	4	1	-3	98	110	3
Cn1c(NCCc2ccccc2)cc(=O)n(C)c1=O	-0.4	80	6	1	3	1	91	91	1
Cn1nc(C(C)(C)C)c(NC(=O)c2sccc2Cl)c1C(C)(C)C	1.7	103	-6	4	4	4	90	98	4
COc1cc(C(=O)Nc2ccccc2N2CCOCC2)ccc1OCc1c(C)noc1C	0.4	107	2	0	5	8	102	98	-4
CCCc1cc(N2CCCC(C(=O)Nc3ccc(OC)cc3OC)C2)n2ncnc2n1 (centres undefined)	0.6	100	-2	0	3	10	92	96	5
Cc1cc(=O)n(-c2ccc3ccccc3n2)[nH]1	-0.9	104	-7	0	-2	9	95	90	3
COc1cccc(-c2nnn(CC(=O)O)n2)c1	0.3	96	2	0	8	9	94	100	1
O=C(Nc1ccc(C(=O)N2CCCC2)cc1)c1ccc2c(c1)OCO2	0.0	91	7	1	6	10	100	97	1
CC1CCC(NC(=O)CCNC(=O)c2ccccc2)CC1 (centres undefined)	3.0	81	-1	0	-1	-3	100	96	35
COc1ccc(C(=O)NNC(=O)c2ccc3ccccc3n2)cc1	/	85	3	0	-3	4	99	95	2
COC(=O)c1cc2c(cc1[N+](=O)[O-])OCO2	-0.5	127	-1	2	19	28	98	98	-10
Cc1onc(C(=O)NC(C)c2ccccc2)c1[N+](=O)[O-] (centres undefined)	1.1	98	2	0	8	5	97	96	-2
Cc1ccc([N+](=O)[O-])cc1NC(=O)C(C)N1CCCCC1 (centres undefined)	1.2	96	-2	0	1	-1	?	19[may fluoresce violet]	-4

Continued:
SMILES	MEX-5 binding	Yeast superoxide	GLD-1 TGE inh	GRK2 aptamer HTS	BCLXL inh	MCL1 BIM primary	CIT2 TOR yeast	AGP1 TOR yeast	VLA-4 inh
Cc1cc(C)c2nc(SCC(=O)Nc3cc(C)on3)c(C)cc2c1	2.5	93	-3	1	0	-3	96	98	4
CC1(C)OC(c2ccccc2)=C/C(=C/C=N/NC(=O)c2ccncc2)O1	-0.7	97	3	0	-1	1	85	89	12
N#Cc1nc(-c2ccc(F)cc2)oc1NCCN1CCOCC1	-0.2	98	0	0	2	1	94	98	-10
CCOc1ccc(Br)cc1CNCCN1CCOCC1	-3.7	103	7	0	-1	0	90	93	20
COC(=O)c1sccc1NC(=O)c1ccc(Cl)cc1	-0.8	87	5	2	-1	-7	100	96	6
CC1(C)CCC(=O)N2CC[C@H]3C[C@H](OC(=O)Nc4ccc5c(c4)OCO5)C[C@@H]1[C@H]32	0.9	104	1	0	5	11	65	76	19
CCCCCCSc1cc(-c2nc3cc(C)ccn3c2NCCCC)ccc1OC	3.6	101	18	3	7	9	94	95	-18
Cc1ccc(NC(=O)CN(C)C(=O)C(C)OC(=O)c2ccccc2NCCO)cc1 (centres undefined)	-2.0	122	-1	0	-3	-13	90	95	-6
Cc1ccccc1NC(=O)C(C)Sc1nnc(-c2ccncc2)n1CC1CCCO1 (centres undefined)	-2.4	93	3	0	2	-1	99	100	2
COc1ccc(OC)c(-c2nnc(SCC(=O)NC3CCCCC3)o2)c1	0.8	98	1	0	4	-1	100	103	-19
CCCCOc1ccccc1C(=O)NCC(=O)O	1.4	91	1	0	2	0	103	100	12
CCOc1ccc(CNCCNC(=O)c2nonc2N)cc1	-1.4	72	-5	2	4	1	96	84	0
C#CCOCCOCCOCCNc1nc(N2CCN(C(=O)CCCCCCCCCCNC(=O)Cn3cc(C[C@@H](C)O)nn3)CC2)nc(N2CCN(C(=O)CCCCCCCCCCNC(=O)[C@@H]([C@H](C)CC)n3cc(CCCCCN)nn3)CC2)n1	/	99	3	0	10	11	108	92	6
O=C(/C=C/c1cccs1)c1cc(Cl)ccc1OC(=O)N1CCOCC1	-4.2	99	2	0	5	1	/	78	18
Cc1nc(NCCO)c2nnn(Cc3ccccc3F)c2n1	2.0	99	-3	2	2	3	89	100	9
COc1cccc(/C=N/Nc2snc(SC)c2C#N)c1O	-3.4	146	4	3	-2	-8	/	/	36
CCCOc1ccc(-c2nc(-c3ccc([N+](=O)[O-])cc3)cs2)cc1	-1.0	105	-3	1	0	-1	97	95	8
O=C(O)c1ccc(S(=O)(=O)Cc2ccccc2)cc1	-0.7	103	3	1	8	12	107	99	9

Two entries picked at random from those above, as already listed:
SMILES	MEX-5 binding	Yeast superoxide	GLD-1 TGE inh	GRK2 aptamer HTS	BCLXL inh	MCL1 BIM primary	CIT2 TOR yeast	AGP1 TOR yeast	VLA-4 inh
CCCOc1ccc(-c2nc(-c3ccc([N+](=O)[O-])cc3)cs2)cc1	-1.0	105	-3	1	0	-1	97	95	8
Cc1nc(NCCO)c2nnn(Cc3ccccc3F)c2n1	2.0	99	-3	2	2	3	89	100	9

From PubChem BioAssay
